Screens deposited in PubChem BioAssay by Milwaukee Institute for Drug Discovery.
NS3h inh CB: HCV NS3 helicase inhibitors, primary screen, biochemical, fluorescence polarization, ChemBridge library. NS3h Cy5-dT15 DNA binding. actives 1.6% (n = 16,000). inhibition, % at 100 µM. AID 687043, 2013;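 active = inhibition above the average over every tested compound plus 3 SD, cut at about 40% in these data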
Cy5 interf NS3h: Cy5 fluorescence quenchers or enhancers, artefact control for HCV NS3 helicase inhibitor project, biochemical, ChemBridge library, Cy5 readout | Cy5-dT15 DNA with NS3h, fluorescence interference; actives lie on both sides; signal over control mean, under 1 quenches | fluorescence interference ratio at 100 µM | actives 6% (n = 16,000) | AID 720488, 2013;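 active = compound fluorescence over control fluorescence at most 0.8, a quencher, or at least a set upper limit, an enhancer; inactive = ratio between 0.8 and the set upper limit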
* = called active by the depositor.

NS3h inh CB	Cy5 interf NS3h	Molecule
-2	0.99	CCOC(=O)CC1=Nn2c(nnc2-c2ccc(Cl)cc2)SC1
9	1.1	CCOC(=O)c1ccc(N2COc3ccc4ccccc4c3C2)cc1
19	0.96	O=C1C=CC(=NS(=O)(=O)c2ccc(Cl)cc2)C=C1
28	1	CCc1ccc(N2CC(C(=O)Nc3cccc4ccccc34)CC2=O)cc1 (stereo not drawn)
1	0.67*	O=C(c1nn2c(c1Cl)NC(c1cccs1)CC2C(F)(F)F)N1CCOCC1 (stereo not drawn)
11	1	CCc1ccc(C(=O)O/N=C(/N)c2ccccn2)cc1
10	1	COc1ccc(C(=O)CSc2ncn[nH]2)cc1[N+](=O)[O-]
8	1	COc1ccc(C2=N/C(=C/c3ccccc3OC)C(=O)N2c2ccccc2)cc1

Further compounds:
NS3h inh CB	Cy5 interf NS3h	Molecule
15	0.98	COC(=O)c1ccc(/C=C/C(=O)c2cccs2)cc1
-5	0.97	CCOc1ccc(S(=O)(=O)N(CC(=O)Nc2ccc(C)cc2)c2ccc(C)cc2)cc1
2	1	CCCOc1cccc(C(=O)Nc2ccc(NC(=O)c3ccc(Cl)cc3Cl)cc2)c1
1	0.53*	COc1c(Cl)cc(C(=O)Nc2cccc(C(F)(F)F)c2)cc1Cl
14	0.97	COc1ccc(/C(N)=N\OC(=O)COc2ccccc2C)cc1
-3	1.1	O=C(Nc1ccc(I)cc1)C1c2ccccc2Oc2ccccc21
-13	0.99	CC(C)CC(=O)N1CCN(Cc2ccccc2[N+](=O)[O-])CC1
7	0.88	O=[N+]([O-])c1ccc(N2CCCC2)c(C(F)(F)F)c1

Continuation.
NS3h inh CB	Cy5 interf NS3h	Molecule
10	1.2	O=C(Nc1ccc2c(c1)OCO2)c1ccc(I)cc1
-9	0.87	Cc1cc([N+](=O)[O-])ccc1-c1ccc(C(=O)Nc2ccc(I)cc2Cl)o1
-1	0.98	COc1ccc(N2C(=O)NC(=O)/C(=C/c3cn(CCOc4ccccc4OC)c4ccccc34)C2=O)cc1
9	0.97	Cc1cccc(/C(N)=N\OC(=O)c2ccccc2I)c1
-21	1.1	N#Cc1c(N)n(-c2ccc(Br)cc2)c2nc3ccccc3nc12
6	1.1	O=C(NCCO)c1ccc(-c2nnc(Nc3ccc(O)cc3)c3ccccc23)cc1
-1	1.2*	O=C1CSC2(N1)C1CC3CC(C1)CC2C3 (stereo not drawn)
-4	0.98	O=C1NC(=S)N/C1=C/c1ccc(O)c(Cl)c1

Next entries follow:
NS3h inh CB	Cy5 interf NS3h	Molecule
8	0.99	COc1ccccc1C=C1C(=O)NC(=S)N(c2ccccc2F)C1=O
94*	1.2*	Cc1ccc2c(c1)C1C=CCC1C(C(=O)O)N2 (stereo not drawn)
11	0.91	Cc1oc2ccc(OCc3ccccc3Cl)cc2c1C(=O)O
11	1.1	CN1C(=O)/C(=C\c2ccc3c(c2)OCO3)OC1=S
7	1.1	O=C(Nc1ccccc1CO)c1ccc(I)cc1
5	0.91	O=C(CN(c1cccc(Cl)c1)S(=O)(=O)c1ccccc1)NCCSc1nc2ccccc2s1
83*	1	O=C1NC(=S)N(c2ccccc2)C(=O)/C1=C/c1ccc(-c2cccc(C(=O)O)c2)o1
17	0.75*	O=C(Nc1cccc(Cl)c1)Nc1nnc(-c2ccc(Cl)cc2Cl)s1

(more compounds)
NS3h inh CB	Cy5 interf NS3h	Molecule
2	0.9	O=C1C(=O)N(c2cccc(Cl)c2)C(c2ccccc2[N+](=O)[O-])C1=C(O)c1ccccc1 (stereo not drawn)
13	0.89	CCOC(=O)/C=C/COc1ccc2oc(C)c(C(=O)OC)c2c1
92*	1.9*	CCN(C)c1ccc(C=C2C(=O)NC(=O)NC2=O)cc1
2	0.99	O=C(Nc1ccc(O)c(-c2nc3ccccc3o2)c1)c1ccc(-c2ccc(Cl)cc2)o1
18	0.85	Cc1ccc(N2C(=O)C(Cl)=C(NCCc3ccccc3)C2=O)c(C)c1
2	0.89	O=C(Nc1ccc(F)c([N+](=O)[O-])c1)c1cccc(Cl)c1Cl
-3	1.1	NS(=O)(=O)c1ccc(NC(=O)CN2C(=O)C(=O)N(c3ccccc3)C2=O)cc1
11	0.97	C=CCNCC(=O)Nc1sc2c(c1C(=O)OCC)CCCC2

Later entries
NS3h inh CB	Cy5 interf NS3h	Molecule
1	0.89	O=C(Nc1ccc2c(c1)OCO2)c1cc2n(n1)C(C(F)(F)F)CC(c1ccc(Cl)c(Cl)c1)N2 (stereo not drawn)
12	0.98	C#Cc1cccc(N2C(=O)c3ccc(C(=O)O)cc3C2=O)c1
-23	1.1	COc1ccc(C(=O)Nc2ccc3nn(-c4ccc(C)cc4)nc3c2)cc1Br
-4	0.7*	O=C1NC(=O)C(=Cc2ccc(OCc3ccc(F)cc3)cc2)C(=O)N1
-2	1	Cc1onc(-c2c(Cl)cccc2Cl)c1C(=O)NCc1ccc(S(N)(=O)=O)cc1
20	1	COc1ccccc1N1C(=O)c2ccc(C(=O)Nc3ccccc3O)cc2C1=O
7	1	COC(=O)CN(c1cccc(C(F)(F)F)c1)S(C)(=O)=O
4	0.95	Cc1cc(OCC(=O)Nc2cccc(Br)c2)ccc1Cl

The results go on.
NS3h inh CB	Cy5 interf NS3h	Molecule
6	1.1	COc1ccc(CNC(=O)Cc2ccc(Cl)cc2)cc1
-14	0.94	O=C(c1cccnc1)N1CCNCC1
4	0.93	O=C(c1cc2n(n1)C(C(F)(F)F)CC(c1ccc(Cl)c(Cl)c1)N2)N1CCN(Cc2ccccc2)CC1 (stereo not drawn)
9	0.96	CC(C)c1ccc(/C=C(\NC(=O)c2ccccc2)C(=O)NCC2CCCO2)cc1 (stereo not drawn)
1	1	COC(=O)C1=C(C)N(C)C(C)=C(C(=O)OC)C1c1cccc(OCc2ccccc2)c1
-2	1	Cc1cccc(NC(=O)C2CC(=O)N=C(N)S2)c1 (stereo not drawn)
5	1.1	CCC1CCc2c(sc(NC(=O)CCC(=O)O)c2C#N)C1 (stereo not drawn)
11	1	Cc1cccc(OCC(=O)O/N=C(/N)c2ccc([N+](=O)[O-])cc2)c1

Carrying on:
NS3h inh CB	Cy5 interf NS3h	Molecule
19	1.1	CC(C)(C)NC(=O)CN1C(=O)/C(=C/c2ccccc2)SC1=S
-1	1	Cc1ccc(C2=NN(C(=O)CCC(=O)O)C(c3ccccc3F)C2)cc1 (stereo not drawn)
10	0.84	Cc1oc2ccc(OS(C)(=O)=O)cc2c1C(=O)OC(C)C
12	0.99	Cc1cccc(-c2noc(-c3ccc(I)cc3)n2)c1
51*	1.1	Cn1c(/C=C/c2ccc(C(=O)c3ccccc3)o2)nc2ccccc21
20	0.68*	CC(NC(=O)CN(c1ccccc1)S(=O)(=O)c1ccccc1[N+](=O)[O-])c1ccccc1 (stereo not drawn)
16	0.97	O=C(Nc1ccc(N2CCCCC2)cc1)c1ccc(-c2ccccc2)cc1
12	0.96	COC(=O)c1ccccc1NC(=O)COc1ccc(Br)cc1

Next part
NS3h inh CB	Cy5 interf NS3h	Molecule
1	1.1	COc1cc(NC(=O)COc2ccc(Cl)cc2Br)c(OC)cc1Cl
4	1	O=C(Oc1ccc(Br)cc1C(=S)N1CCOCC1)c1ccc(Cl)cc1
2	1	COc1ccc(NC(=O)/C(C#N)=C\c2ccc(-c3cccc(Cl)c3Cl)o2)cc1
-17	1.1	CC(C)C(=O)NS(=O)(=O)c1ccc(NC(=O)c2ccc(Cl)cc2)cc1
7	0.96	CC(C)CCNC(=O)c1ccc(Cl)c([N+](=O)[O-])c1
1	0.61*	CN1CCN(c2ccc(/C=C3\NC(=S)NC3=O)cc2[N+](=O)[O-])CC1
22	0.93	COc1cc(NC(=O)c2ccc(Cl)cc2Cl)ccc1NC(=O)c1ccco1
1	1.1	COc1ccc(OC)c(N(CC(=O)O)S(C)(=O)=O)c1

Continuation.
NS3h inh CB	Cy5 interf NS3h	Molecule
30	1	COc1ccccc1NC(=O)/C=C/c1ccc(C)o1
-2	1	O=C1/C(=C/c2ccccc2)S/C(=N\N=C/c2ccccc2)N1c1ccc(O)cc1
-17	1	CCC(=O)Oc1ccc2oc(=O)cc(C)c2c1
12	0.96	O=C(Nc1nccs1)c1ccc(NC(=O)C2CCCCC2)cc1
-19	1.1	Cc1nc2ccccc2n1C(=O)c1ccc([N+](=O)[O-])cc1
32	0.93	COc1cc(Br)c(/C=C(\C#N)c2nc3ccccc3[nH]2)cc1OC
6	0.95	Cc1cc(/C=C2/NC(=O)NC2=O)c(C)n1-c1cccc(Cl)c1
0	1	CCC(=O)Nc1ccc2c(c1)C(=O)N(C)C2=O

An excerpt from above in order of the Cy5 interf NS3h value, ascending:
NS3h inh CB	Cy5 interf NS3h	Molecule
32	0.93	COc1cc(Br)c(/C=C(\C#N)c2nc3ccccc3[nH]2)cc1OC
6	0.95	Cc1cc(/C=C2/NC(=O)NC2=O)c(C)n1-c1cccc(Cl)c1
12	0.96	O=C(Nc1nccs1)c1ccc(NC(=O)C2CCCCC2)cc1
30	1	COc1ccccc1NC(=O)/C=C/c1ccc(C)o1
-19	1.1	Cc1nc2ccccc2n1C(=O)c1ccc([N+](=O)[O-])cc1

Complete entries from above. Order of values: NS3h inh CB, Cy5 interf NS3h
`CCC(=O)Oc1ccc2oc(=O)cc(C)c2c1` is entered as -17, 1
`Cc1cc(/C=C2/NC(=O)NC2=O)c(C)n1-c1cccc(Cl)c1` is entered as 6, 0.95

Continued:
NS3h inh CB	Cy5 interf NS3h	Molecule
-10	0.9	Cc1cccc(C)c1OCC(=O)Nc1ccc([N+](=O)[O-])cc1
21	1	CCOc1ccc(NC(=O)/C=C/c2ccc(C)o2)cc1
1	0.92	O=C(Nc1ccc(Cl)cc1)/C(=C\c1cccc([N+](=O)[O-])c1)NC(=O)c1cccs1
1	1.1	O=C(Nc1ccccn1)C(O)c1ccccc1 (stereo not drawn)
18	0.98	CCOC(=O)Nc1cccc(Nc2ccccc2)c1
4	1	O=C(Nc1cccc2nsnc12)c1ccco1
-10	1	O=C(COc1ccc([N+](=O)[O-])cc1)Nc1ccc2oc(-c3cccc(Cl)c3)nc2c1
16	0.91	CCOc1ccccc1/C=C1/C(=O)NN(c2ccc(C)c(C)c2)C1=O

(list continues)
NS3h inh CB	Cy5 interf NS3h	Molecule
6	0.97	COc1ccc(N2C(=O)C(Cl)=C(Nc3cccc(OC)c3)C2=O)cc1
7	0.98	COc1ccc(CC(=O)N2CCC(Cc3ccccc3)CC2)cc1OC
2	1	CCCCNCCCCOc1c(C)cccc1C
7	1.1	O=C(NCCCN1CCOCC1)C(=O)NCc1ccco1
9	0.99	CCc1cc(C)cc(OCCOc2cccc(/C=C3/SC(=S)N(C)C3=O)c2)c1
9	0.79*	CC(=O)N1C(=O)/C(=C/C(=O)c2ccccc2)c2ccccc21
14	0.82	COCCOC(=O)c1c(C)oc2ccc(OC(=O)c3cccs3)cc12
-4	1	Cc1cc(OCC(=O)Nc2cccc3nsnc23)ccc1Cl

Later entries
NS3h inh CB	Cy5 interf NS3h	Molecule
3	1.1	Cc1ccc(NC(=O)Cc2nnc(NC(=O)Nc3ccccc3)s2)cc1
8	0.69*	Cc1ccc(C)c(NC(=O)c2ccc([N+](=O)[O-])cc2)c1
5	1	COc1ccc(C2CC(C(F)(F)F)n3nc(C(=O)Nc4cc(OC)c(Cl)cc4OC)c(Cl)c3N2)cc1 (stereo not drawn)
-15	1	CC(N=C(NS(=O)(=O)c1ccccc1)c1ccccc1)C(=O)O (stereo not drawn)
0	0.93	CCN1/C(=C/C(C)=O)Sc2ccccc21
0	0.91	Cc1ccc(C2OC(=O)c3ccccc32)cc1 (stereo not drawn)
1	1	CCc1c(C)nc(N)nc1N1CCCC1
0	0.99	Cc1nnc(C)n1/N=C\c1ccc(O)cc1O

In another format: results already given
> Cc1ccc(C)c(NC(=O)c2ccc([N+](=O)[O-])cc2)c1
- NS3h inh CB: 8
- Cy5 interf NS3h: 0.69*

> COc1ccc(C2CC(C(F)(F)F)n3nc(C(=O)Nc4cc(OC)c(Cl)cc4OC)c(Cl)c3N2)cc1 (stereo not drawn)
- NS3h inh CB: 5
- Cy5 interf NS3h: 1

> CC(N=C(NS(=O)(=O)c1ccccc1)c1ccccc1)C(=O)O (stereo not drawn)
- NS3h inh CB: -15
- Cy5 interf NS3h: 1

Pulled by structure from the entries so far, three records:
NS3h inh CB	Cy5 interf NS3h	Molecule
-15	1	CC(N=C(NS(=O)(=O)c1ccccc1)c1ccccc1)C(=O)O (stereo not drawn)
5	1	COc1ccc(C2CC(C(F)(F)F)n3nc(C(=O)Nc4cc(OC)c(Cl)cc4OC)c(Cl)c3N2)cc1 (stereo not drawn)
1	1	CCc1c(C)nc(N)nc1N1CCCC1

(next part)
NS3h inh CB	Cy5 interf NS3h	Molecule
4	0.71*	CC(Oc1ccc(Cl)cc1Cl)C(=O)NCCN(C)C (stereo not drawn)
4	1.1	CC(=O)C1=C(Nc2ccccc2)CC(C)(O)C(C(C)=O)C1c1cccnc1 (stereo not drawn)
7	1	CN1C(=O)/C(=C2\SC(=S)N(C3CCS(=O)(=O)C3)C2=O)c2ccccc21 (stereo not drawn)
-1	1.1	C=CCN=C1CC(C)(C)CC(=O)C1=C(O)CCC
2	0.9	CC(=O)Nc1ccc(S(=O)(=O)N(c2ccccc2F)S(=O)(=O)c2ccc(NC(C)=O)cc2)cc1
1	0.99	Cc1ccc(C(C)C)c(OCCN)c1
